# SW480 rereplic – A quantitative high throughput screen for small molecules that induce DNA re-replication in SW480 colon adenocarcinoma cells | AID 624297, 2012 | SW480 DNA re-replication, Hoechst DNA content imaging, 48 h | Potency, µM (series often up to 46.1 µM), for inactives: top-dose re-replication activation, hits mostly activators | actives 1.8% (n = 340,000); note: potency is the fitted concentration of half-maximal effect; % of control where 0% means no effect; nearly all actives have a fitted effect of over 55% in size
#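 Treated cells incubate 48 hr (37 C, 5% CO2), are stained 40 min with Hoechst, and nuclear fluorescence is enumerated; a rise in nuclei with high DNA signal marks re-replication.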
# HT1080 IDH1KD tx – qHTS for induction of synthetic lethality in tumor cells producing 2HG: qHTS for the HT-1080-IDH1KD cell line | HT-1080 IDH1 knockdown viability, ATP luminescence, 48 h | Potency, µM (highest dose often 46.1 µM), inactives show at the highest dose activity, negative = toxicity, hits mostly cytotoxic | actives 2% (n = 360,000);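 note: potency is the fitted concentration of half-maximal effect; 0% = DMSO wells and -100% = cell-free medium wells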
#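 After a 2 h attachment period, IDH1KD HT-1080 cells took pin-transferred compound for 48 h at 37 °C; ATP-based luminescence after 10 min room-temperature reagent incubation reported viability.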
# MCF10A rerep – A quantitative high throughput screen for small molecules that induce DNA re-replication in MCF 10a normal breast cells. actives 2.9% (n = 350,000). MCF 10A DNA re-replication, Hoechst nuclear intensity, 48 h. Potency, µM (series often up to 46.1 µM), for inactives: top-dose activity, positive = re-replication, actives largely listed as activators; note: potency is the fitted concentration of half-maximal effect; % of control where 0% means no effect; nearly all actives have a fitted effect of over 50% in size
# HT1080-NT tox – qHTS for induction of synthetic lethality in tumor cells producing 2HG: qHTS for the HT-1080-NT fibrosarcoma cell line | Potency, µM (top dose mostly 46.1 µM), for the others: at the highest dose activity, negative = less viability, most hits filed as cytotoxic | actives 1.6% (n = 360,000) | HT-1080-NT fibrosarcoma viability, CellTiter-Glo ATP luminescence, 48 h | AID 686970, 2013;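 note: NT is the 2HG producing partner of a matched IDH1 knockdown line; potency is the fitted concentration of half-maximal effect; 0% = DMSO-treated cells and -100% = media-only wells without cells; nearly all actives have a fitted effect of over 55% in size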
#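 Fibrosarcoma NT cells, 750 per well in 5% FBS RPMI, were exposed to compound for 48 hours. Viability: CellTiter-Glo luminescence.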
# KB-3-1 tox – qHTS assay for MDR1-selective chemotherapeutics: Primary screen using the parental adenocarcinoma cell KB-3-1. KB-3-1 viability, CellTiter-Glo ATP luminescence, 72 h. Potency, µM (doses to about 46.1 µM), inactives show at the highest dose activity change, negative = cytotoxic, usual class: cytotoxic. actives 1.4% (n = 400,000); note: potency is the fitted concentration of half-maximal effect; % is set by controls: 0 for no effect and ±100 for the full control effect; nearly all actives have a fitted effect of over 60% in size
#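 KB-3-1 cells, DMEM (no phenol red) + 10% FBS; compound by pin transfer, 72 h, 37 °C. Readout: CellTiter-Glo luminescence after 10 min. Data normalized, curve-fitted.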
# WRN inhibitor – qHTS for Inhibitors of WRN Helicase; Bifunctional 3'-5' exonuclease/ATP-dependent helicase WRN (Homo sapiens), Q14191; WRN helicase unwinding, fluorescent forked duplex, kinetic; Potency, µM (series often up to 114 µM), inactives show top-dose activity change, negative = inhibition, most hits filed as inhibitors; actives 0.46% (n = 360,000); AID 651768, 2012; note: potency is the fitted concentration of half-maximal effect; % is set by controls: 0 for no effect and ±100 for the full control effect; nearly all actives have a fitted effect of over 55% in size
#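 Primary qHTS, 1536-well format. 20 nM WRN + compound, 15 min RT; start with 100 nM forked fluorophore/quencher duplex, 2 mM ATP (final); kinetic read ex 525/em 598 nm.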
# IL-1B inflam inh – qHTS for Inhibitors of Inflammasome Signaling: IL-1-beta AlphaLISA Primary Screen; THP-1 LPS/ATP IL-1B secretion, AlphaLISA, 16 h; stronger effect = lower value; activity change, % at 57.5 µM; actives 4.7% (n = 360,000); in the data active = activity change below about -50%; inconclusive = mostly about -30% to -49%; note: % is set by controls: 0 for no effect and ±100 for the full control effect
#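 THP-1 cells pretreated 1 hr with compounds (up to 57.5 uM final), then stimulated with LPS (250 ng/mL final) plus ATP (1.25 mM final); secreted IL-1B measured by AlphaLISA after 16 hr, decreased signal indicating inhibition.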
# KB-V1 cytotox – qHTS assay for MDR1-selective chemotherapeutics: Primary screen using the drug-selected MDR subline cells KB-V1. KB-V1 MDR cells viability, CellTiter-Glo, 72 h. Potency, µM (highest dose often 46.1 µM), for inactives: at the highest dose activity change, negative = cytotoxicity, usual class: cytotoxic. actives 3.4% (n = 400,000). AID 1347076, 2019; note: potency is the fitted concentration of half-maximal effect; % is set by controls: 0 for no effect and ±100 for the full control effect; nearly all actives have a fitted effect of over 60% in size
#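 qHTS viability screen in drug-selected KB-V1 MDR cells: 72 h compound treatment at 37 degrees C, ATP luminescence end point.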
# ATXN2 expr inh – Primary qHTS for Inhibitors of ATXN expression; HEK-293 ATXN2-luciferase reporter, luminescence, 24 h; actives 0.72% (n = 360,000); Potency, µM (highest dose often 57 µM), for the others: top-dose activity change, negative = inhibition, hits mostly inhibitors; note: potency is the fitted concentration of half-maximal effect; % is set by controls: 0 for no effect and ±100 for the full control effect; nearly all actives have a fitted effect of over 55% in size
#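 ATXN2-luciferase reporter cells (luciferase flanked by upstream and downstream ATXN2 gene portions) were treated 24 h at 37 °C with compounds at up to 57 uM. SteadyGlo luminescence gave expression; GF-AFC fluorescence gave viability.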
# * marks the source's active call; other numbers are inactive results; ? = inconclusive; . = no result given; [ ] = remark or other dose. Unless noted, calls come from the whole dose curve; as a rule, active = well fitted curve in the direction sought with a large enough effect; inconclusive = small, poorly fitted or top-dose-only effect, or another doubt; inactive = no such curve, though single readings can be large; an effect the other way counts as inactive or inconclusive.
# Results follow in this order: SW480 rereplic, HT1080 IDH1KD tx, MCF10A rerep, HT1080-NT tox, KB-3-1 tox, WRN inhibitor, IL-1B inflam inh, KB-V1 cytotox, ATXN2 expr inh
Cc1cccc(N/C(=N\S(=O)(=O)c2ccccc2)C(F)(F)F)c1
 : -8%, -3%, -4%, -1%, 0%, -20%, 14, 25%, -6%
Cc1ccc(S(=O)(=O)CC2CSc3nc4ccccc4n32)cc1 (stereo not given)
 : -9%, ?, 0%, -7%, 0.73µM*, 2%, -3, 0.52µM*, -16%
Cn1c(=O)c2ncn(CC(=O)Nc3cccc(-c4nc5ccccc5s4)c3)c2n(C)c1=O
 : 1%, -2%, 0%, ?, -22%, 5%, 39, ?, 5%
COc1cccc(/C=N/n2c(=S)n(C)c3ccccc32)c1OC
 : -16%, 9%, 5%, 4%, 1%, -1%, -13, -12%, .
O=C(COc1ccccc1)NC1CCCCCCC1
 : ?, 15%, 4%, 4%, 13%, 1%, -4, -8%, 37%
O=C(NCc1ccccn1)C1CCCN(Cc2cnn(-c3ccccc3)c2-n2cccc2)C1 (stereo not given)
 : -2%, -1%, -1%, -8%, 9%, 1%, -20, 19%, 3%
O=[N+]([O-])c1cc(Cl)ccc1N1CCN(c2ccccc2O)CC1
 : ?, -11%, ?, -19%, -18%, -8%, -96*, ?, -11%
CCOC(=O)c1ccccc1NC(=O)/C=C/c1cc(OC)c(OC)c(OC)c1
 : 21%, 0%, 15%, -2%, 10%, -26%[57.1 µM], -7, -26%, -1%
Cn1c(CNC(=O)CCNC(=O)c2ccc(F)c(F)c2)cc(=O)n(C)c1=O
 : -3%, -5%, -1%, ?, -2%, 6%, -4, -14%, 2%
Cc1ccc(NC(=O)CN(C)CC(=O)Nc2ccc(N3CCOCC3)cc2)c(C)c1
 : -4%, 5%, 4%, 4%, 6%, 3%, 22, -1%, -5%
CSc1ncccc1C(=O)Nc1cccc(S(=O)(=O)N2CCOCC2)c1
 : -9%, -3%, 8%, 6%, -5%, 7%, 0, -11%, 1%
O=C(Cn1c(=O)oc2ccccc21)N(Cc1ccccc1)C1CCS(=O)(=O)C1 (stereo not given)
 : -1%[9.22 µM], 11%, ?, 5%, -2%, 14%, -5, 0%, 4%
Nc1nc2c(ncn2C2C[C@H](O)[C@@H](CO)O2)c(=O)[nH]1 (stereo not given in full)
 : 0%, ?, 2%, ?, 0%, -1%, 10, 21%, 0%
CC(OC(=O)C1CCN(c2ccc(C(F)(F)F)cn2)CC1)C(=O)NC1CCCCC1C (stereo not given)
 : 0%, -2%, 1%, -1%, -8%, 5%, 6, 23µM*, -38%
CCOC(=O)C1=CCN(S(=O)(=O)c2cccc(Cl)c2)C1c1ccc(Br)cc1 (stereo not given)
 : ., ?, ., ?, -18%, -11%, 9, ?, -21%
Cc1cc(Cl)ccc1OCC(=O)NCCOc1nc(N2CCOCC2)nc(N2CCOCC2)n1
 : 1%, 12%, 8%, 3%, 13%, 8%[57.1 µM], 14, ?, -15%
COCOCCn1cc(CN2CCS(=O)(=O)N(Cc3ccc(-c4ccc(F)cc4)cc3)C(C(C)C)C2=O)nn1 (stereo not given)
 : ., -30%, ., -15%, -17%, -8%, ?, ?, ?
COc1ccc(NC(=O)C(CCS(C)(=O)=O)NC(C)=O)cc1 (stereo not given)
 : 0%, 23%, 1%, 24%, -1%, 6%, 27, 3%, 3%
O=C(O)COc1ccccc1/C=N/NC(=O)Cc1csc(Nc2cccc(C(F)(F)F)c2)n1
 : ?, 0%, 12%, 4%, 7%, -9%, -9, ?, -5%
COc1ccc(-c2noc(CCC(=O)N3CCN(c4ccccc4F)CC3)n2)cc1
 : -13%, 6%, ?, -1%, -15%, 2%, ?, 10%, 4%

# Other compounds
molecule,SW480 rereplic,HT1080 IDH1KD tx,MCF10A rerep,HT1080-NT tox,KB-3-1 tox,WRN inhibitor,IL-1B inflam inh,KB-V1 cytotox,ATXN2 expr inh
CCCc1ccc(S(=O)(=O)N2CCN(Cc3ccco3)CC2)cc1,-9%,3%,2%,8%,5%,-23%,0,-19%,-2%
COc1cc(C(=O)Oc2cc(N)n(S(=O)(=O)c3ccc(F)cc3)n2)cc(OC)c1OC,-5%,6%,1%,-4%,6%,2%,48,12%,-2%
O=C1NCCOC(=O)[C@@H](Cc2ccc(F)cc2)CC/C=C/C[C@H]1CC(=O)N(CCO)Cc1ccccc1,2%,4%,-3%,4%,0%,-6%,0,0%,-15%
Cc1cc(C)c(C)c(S(=O)(=O)Nc2ccccc2C(=O)O)c1C,-3%,0%,-5%,11%,-12%,-5%,18,-11%,8%
CCOC(=O)c1c(S(=O)(=O)Nc2ccccc2OCC)c(C)n(C)c1C,-3%,4%,0%,1%,-2%,5%,21,9%,-1%
CC(C)Oc1ccc(C(=O)Nc2cc(S(=O)(=O)N3CCOCC3)ccc2N2CCOCC2)cc1,?,?,?,-18%,?,-7%,-7,16µM*,-17%
O=C(CNc1ccccc1)N/N=C/c1ccc2c(c1)OCCO2,8%,10%,-3%,8%,8%,-34%[57.1 µM],-13,-23%,23%
OCC1OC(n2cnc3c(SCc4ccccc4)ncnc32)C(O)C1O (stereo not given),0%,23µM*,?,7.3µM*,13%,7%,17,?,6%
CCOC(=O)N1CCC(N2C(=O)c3ccccc3C2Nc2c(C)cccc2C)CC1 (stereo not given),-3%,0%,1%,-3%,-8%,0%,4,-11%,0%
CC(NC(=O)CCc1nc2cc(S(=O)(=O)N3CCOCC3)ccc2n1C)c1ccc(S(N)(=O)=O)cc1 (stereo not given),-6%,-1%,3%,0%,.,-12%,-3,.,-9%
O=C(Nc1ccccc1)Nc1ccccc1C(=O)NCc1ccccc1,-9%,5%,10%,0%,11%,-8%,-18,-5%,12%
Cc1ccc(NC(=O)COC(=O)CCC2CCCC2)c(Br)c1,4%,3%,-3%,2%,4%,-11%,13,2%,0%
Cc1ccc(C(O)c2ncc(-c3cccc(C(F)(F)F)c3)[nH]2)c(C)c1 (stereo not given),.,-27%,.,?,0%,-4%,-23,3%,-10%
CN(C)c1ccc(-c2ccc3oc(-c4ccsc4)cc(=O)c3c2)cn1,23%,3%,?,-5%,-17%,-35%,-5,-21%,18%
CCCc1nccn1S(=O)(=O)c1cc(OC)ccc1OC,-1%,-7%,3%,-1%,14%,6%,-4,19%,-2%
O=C1CN(c2ccccc2)C(=O)N1,15%,21%,0%,18%,1%,-18%,25,7%,19%
NC(=O)c1ccccc1N=Cc1cccnc1,-9%,0%,0%,-6%,8%,3%,17,4%,-6%
Cc1nn(-c2ccccc2)c(Cl)c1/C=N/NC(=O)c1nn(C)cc1[N+](=O)[O-],-1%,-30%,0%,?,18µM*,5%,-66*,-21%,.
CC1CC(C)(C)CC2(C1)NC(=O)N(CC(=O)Nc1ccc3c(c1)OCO3)C2=O (stereo not given),.,1%,.,5%,1%,1%,-1,24%,.
CC(C)CNC(=O)C1Nc2ccccc2C2C=CCC12 (stereo not given),5%,0%,-1%,-6%,-1%,5%,69,?,23%

# Three compounds out of the list above, arranged by the number in IL-1B inflam inh, highest first.
SMILES | SW480 rereplic | WRN inhibitor | IL-1B inflam inh
CN(C)c1ccc(-c2ccc3oc(-c4ccsc4)cc(=O)c3c2)cn1 | 23% | -35% | -5
O=C(CNc1ccccc1)N/N=C/c1ccc2c(c1)OCCO2 | 8% | -34%[57.1 µM] | -13
Cc1nn(-c2ccccc2)c(Cl)c1/C=N/NC(=O)c1nn(C)cc1[N+](=O)[O-] | -1% | 5% | -66*

# The listing continues.
molecule,SW480 rereplic,HT1080 IDH1KD tx,MCF10A rerep,HT1080-NT tox,KB-3-1 tox,WRN inhibitor,IL-1B inflam inh,KB-V1 cytotox,ATXN2 expr inh
COc1ccccc1C(=O)NC(=O)COC(=O)C1CCC1,-3%,2%,-2%,3%,3%,-1%,8,?,1%
CC(C)c1nc(C#N)c(NCCCn2ccnc2)o1,-2%,18%,13%,14%,3%,-17%[57.1 µM],16,?,5%
COc1ccc(-c2nc3cc(C)c(Br)c(C)n3c2Cc2ccccc2)cc1OC,.,-16%,.,-29%,-2%,-1%,21,-2%,7%
O=C(CNC(=O)c1ccc(Cl)cc1Cl)OCc1nnc(-c2ccccc2Br)o1,0%,25%,0%,11%,2%,-11%,16,-12%,-2%

# Not a retest: entries from further up.
molecule,SW480 rereplic,HT1080 IDH1KD tx,MCF10A rerep,HT1080-NT tox,KB-3-1 tox,WRN inhibitor,IL-1B inflam inh,KB-V1 cytotox,ATXN2 expr inh
Cc1nn(-c2ccccc2)c(Cl)c1/C=N/NC(=O)c1nn(C)cc1[N+](=O)[O-],-1%,-30%,0%,?,18µM*,5%,-66*,-21%,.
CC1CC(C)(C)CC2(C1)NC(=O)N(CC(=O)Nc1ccc3c(c1)OCO3)C2=O (stereo not given),.,1%,.,5%,1%,1%,-1,24%,.
CC(C)CNC(=O)C1Nc2ccccc2C2C=CCC12 (stereo not given),5%,0%,-1%,-6%,-1%,5%,69,?,23%
COc1ccccc1C(=O)NC(=O)COC(=O)C1CCC1,-3%,2%,-2%,3%,3%,-1%,8,?,1%

# Source: PubChem (National Center for Advancing Translational Sciences (NCATS))
